Compound activity: PubChem, Sanford-Burnham Center for Chemical Genomics
H9c2 TAG inh – inhibitors of triacylglycerol accumulation, primary screen, cell-based, uHTS, fluorescence, H9c2. 0.66% of 230,000 active. H9c2 cells, Nile Red lipid (TAG) fluorescence; cells loaded with 200 µM oleic acid. inhibition, % at 12.5 µM;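 active = pattern-corrected inhibition of lipid staining of at least 50% with the nuclear-stain viability signal not falling by more than 50%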;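 note: 0% = DMSO wells and 100% = triacsin C control wells; some results filed as inactive read as strong as hits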
H9c2 TAG inh DAPI viability – further read-out of H9c2 TAG inh, marked with its call; DAPI nuclei signal change (viability), lower = more cytotoxic, %;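 whole-well DAPI fluorescence read on a plate reader as a viability signal; minus 50 percent equals half of cells still viable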
* marks the source's active call; other numbers are inactive results. Not all compounds are listed; the hit share may differ from the screen's.

SMILES	H9c2 TAG inh	H9c2 TAG inh DAPI viability
CC(Sc1nnc(C2CC2)n1N)C(=O)NC1CCCCC1C (stereo not given)	6	8
COCCCNc1c2c(nc3ccccc13)CCC2	0	12
O=C(NCc1ccccc1)/C(NC(=O)c1ccccc1)=C(/Sc1ccccn1)c1ccccc1	-4	71
COc1ccc(Cn2c(=O)cc(C)[nH]c2=S)cc1	17	-10
O=C(Nc1ccccc1)c1ccc(NCc2ccco2)c(S(=O)(=O)N2CCOCC2)c1	26	-11
C=C(C)c1cccc(C(C)(C)NC(=O)NCC2COCCO2)c1 (stereo not given)	4	-9
CCOC(=O)c1c(CSC(=N)N)n(-c2ccccc2)c2cc(Br)c(OC(C)=O)cc12	62*	-28*
O=C(O)/C(=C\c1cn(-c2ccccc2)nc1-c1cccnc1)NC(=O)c1ccccc1	0	3
COc1ccc(NC(=O)c2ccc(N3CCCC3=O)cc2)cc1Cl	7	2
CCc1c(Nc2ccccc2Cl)nc(N)[nH]c1=O	20	-3
COCC(C)n1c(C)cc(C(=O)CSc2ccc(NC(C)=O)cc2)c1C (stereo not given)	-8	0
O=C(COC(=O)COc1ccccc1[N+](=O)[O-])Nc1ccc2c(c1)OCO2	6	2
COC(=O)c1c(NC(C)=O)sc(C(=O)Nc2ccccc2C)c1C	5	-11
O=c1c2ccccc2ncn1CCc1ccncc1	-30	3
CCC(C)NCC(=O)Nc1ccc([N+](=O)[O-])cc1C(=O)Nc1ccccc1F (stereo not given)	-11	8
CCOc1ccccc1/C=N/NC(=O)C[n+]1ccccc1	-5	1
CC12CCC(C(=O)Nc3nc4ccccc4s3)(OC1=O)C2(C)C (stereo not given)	-15	10
CCOc1cc(NC(=S)NCC2CCCO2)c(OCC)cc1NC(=O)CC(C)C (stereo not given)	-10	6
O=C(Cc1ccc(Cl)cc1)NCc1nc(-c2ccccc2)no1	-2	6
Cc1cccc(OCC(=O)Nc2ccccc2F)c1	-1	-4
Cc1ccccc1NC(=O)/C(=C/c1ccco1)c1ccccc1	-18	3
COc1ccc(CC(=O)Oc2ccc(Br)cc2F)cc1S(=O)(=O)N1CCOCC1	10	2
CCN(CC(=O)Nc1ccccc1OC)CC(=O)Nc1ccccc1-c1ccccc1	0	-8
CC(=O)Nc1cccc(-c2ccnc3c2CC(C)(C(=O)NCc2ccco2)O3)c1 (stereo not given)	43	-40
Cc1c(C)c2ccc(OCC(=O)N3CCOCC3)c(C)c2oc1=O	2	-5
SMILES	H9c2 TAG inh	H9c2 TAG inh DAPI viability
CCC1(C)NC(=O)N(CC(=O)N2CCC(Cc3ccccc3)CC2)C1=O (stereo not given)	-1	2
CCN(CC(=O)Nc1ccccc1C(F)(F)F)C(=O)CN1C(=O)NC(C)(c2ccc3ccccc3c2)C1=O (stereo not given)	-16	1
O=C(Cc1n[nH]c(=O)c2ccccc12)OCC(=O)N(Cc1ccccc1)Cc1ccccc1	-8	0
CC1CN(c2oc(Cc3cccc4ccccc34)nc2C#N)CC(C)O1 (stereo not given)	-11	0
NS(=O)(=O)c1ccc(N2N=C(c3ccccc3)CC2c2cccc(Cl)c2)cc1 (stereo not given)	-29	192
O=C(c1ccc(Oc2ccc([N+](=O)[O-])cc2Cl)cc1)N1CCCC1	-1	2
O=c1[nH][nH]c(C(F)(F)F)c1C=Nc1ccccc1	-4	10
CC1Cc2nc(SCC(=O)N3CCN(c4ccccc4)CC3)n(CCc3ccccc3)c(=O)c2S1 (stereo not given)	15	5
O=C1CCC(C(=O)N2CCC(CO)(Cc3ccc(Cl)cc3)CC2)=NN1	-7	-2
COc1ccc(S(=O)(=O)N(Cc2ccccc2)c2ccccc2C(=O)Nc2ccccc2C(=O)NCc2ccco2)cc1	25	3
CC(C)(CSc1nncn1N)NS(=O)(=O)c1ccc(Cl)cc1	-3	4
Cc1nnc(SCC(=O)NCc2cccs2)n1-c1ccccc1	0	14
CCCCCC1CC(=O)C=C(C)C1C(=O)OC (stereo not given)	-1	1
NC(=S)NN=Cc1c[nH]c2nccnc12	-1	19
S=c1nc[nH]c2c1[nH]c1ccc(Cl)cc12	-11	1
COC(=O)CCCC(=O)NC1CCCc2c1cnn2-c1ccc(F)cc1F (stereo not given)	-8	3
Cc1cc(C(=O)CSc2nc3ccccc3c(=O)[nH]2)c(C)n1CC1CCCO1 (stereo not given)	-23	3
COc1ccc(CN(C)CC(=O)Nc2sc3c(c2C#N)CCC3)cc1OC	-29	18
Cc1ccc(C)c(SCc2nc3sc(C(=O)O)c(C)c3c(=O)[nH]2)c1	3	1
N#Cc1c(SCC(N)=O)nc2c(c1-c1ccncc1)CCCC2	2	-4
O=C(N/N=C/c1cccc(Cl)c1)c1c(O)c2c([nH]c1=O)CCCC2	3	0
CC(=NO)c1ccc2c(c1)C(=NO)c1ccccc1-2	5	2
CCOC(=O)c1cccc(NS(=O)(=O)Cc2ccccc2)c1	4	6
O=C(C[C@H]1C/C=C\C[C@@H](Cc2ccc(F)cc2)C(=O)OC[C@H]2CCCN2C1=O)NCCO	-3	-7
COc1cccc(NC(=O)CSc2nc(C)cs2)c1	-25	11
SMILES	H9c2 TAG inh	H9c2 TAG inh DAPI viability
O=C(Nc1cc(C(F)(F)F)ccc1Cl)C(Sc1nnc(-c2cccs2)o1)c1ccccc1 (stereo not given)	-1	3
O=C(NCCn1ccc2ccccc21)c1ccc(S(=O)(=O)N2CCCCC2)cc1	-4	0
CCOC(=O)C1=CN(Cc2cccc(I)c2)S(=O)(=O)N(C)C1C (stereo not given)	3	6
Cc1ccc(C)c(CN2C(=O)COc3ccccc32)c1	-8	0
CCCc1nc2oc3c(=O)[nH]cnc3c2c2c1COC(C)(C)C2	9	-3
O=C(NC1CC1)C(=O)c1c(-c2ccccc2)[nH]c2ccccc12	-20	8
CC1CCCC(C)N1C(=O)c1cccc2c1-c1ccccc1/C2=N/O (stereo not given)	10	-3
Cc1cc(C)cc(NC(=O)N2CCN(S(C)(=O)=O)CC2)c1	5	-4
COc1ccc(CSC2=C(C#N)C(=O)NC3(CCCCC3)S2)cc1	-8	4
O=C(CN1CCN(S(=O)(=O)c2ccccc2)CC1)NC(=O)NCc1ccccc1	-14	14
Cc1c(C(=O)OCC(O)=C(C#N)c2nc3ccccc3[nH]2)oc2ccc(Br)cc12	21	-10
S=C(NCCN1CCOCC1)Nc1cccc2ccccc12	-9	12
CCS(=O)(=O)N1CCN(c2ccccc2F)CC1	-12	8
CCC(c1nnc(SCC(=O)Nc2nnc(-c3ccccc3)o2)n1Cc1ccccc1)N(C)C (stereo not given)	8	-3
Cc1ccc(NC(=O)c2ccc(Cl)c(N3C(=O)C=CC3=O)c2)cc1	9	13
O=C(O)c1ccc(Nc2cc(Cl)c3nonc3c2[N+](=O)[O-])cc1	-3	-3
S=C(NN=Cc1ccc2c(c1)OCO2)NN=Cc1ccc2c(c1)OCO2	-19	3
Cc1ccc(OCc2nc(-c3cccnc3)no2)cc1C	6	4
Cc1cc(C)n2nc(C(=O)OCC(=O)N3CC(C)CC(C)C3)nc2n1 (stereo not given)	-16	-4
CCc1ccc(CNC(=O)CCCn2nc(C)n3ccnc3c2=O)cc1	-17	-5
Cc1c(Br)c([N+](=O)[O-])nn1CCCC(=O)Nc1c(C)n(C)n(-c2ccccc2)c1=O	-6	-6
O=S(=O)(/N=C(/Nc1ccc(Cl)cc1Cl)c1ccccc1)c1cccs1	-17	2
COc1ccc(CNC(=O)COC(=O)C2CC3C=CC2C3)cc1 (stereo not given)	7	0
CCCCC(=O)Nc1nc2ccc3nc(C)sc3c2s1	7	-7
N#CCCN1CCN(C(=O)c2c(N)no[n+]2[O-])CC1	-20	20
SMILES	H9c2 TAG inh	H9c2 TAG inh DAPI viability
Cc1[nH]c2ccccc2c1C(=O)C(=O)NCc1nnnn1-c1ccc(F)cc1	1	2
Fc1ccc(C2=Nn3c(nnc3-c3ccco3)SC2)cc1	10	2
O=C(O)c1ccccc1-n1cnnn1	2	-10
Cc1ccc(S(=O)(=O)NC(=O)Nc2cccc(S(=O)(=O)N(C)C)c2)cc1	15	-7
Cc1nc2sc(C(c3cccc(F)c3)N3CCCCC3)c(O)n2n1 (stereo not given)	-13	0
Cc1ccc(C(=O)NC(=S)Nc2ccc(S(=O)(=O)N3CCN(C)CC3)cc2)cc1	1	3
O=C(CN(CC1CCCO1)S(=O)(=O)c1ccc(S(=O)(=O)NC2CC2)cc1)Nc1ccccc1 (stereo not given)	51*	-1.4*
Cc1cc(C)c(OCC(=O)N(Cc2ccc(N(C)C)cc2)C2CCS(=O)(=O)C2)c(C)c1 (stereo not given)	1	11
O=C(Nc1ccccc1Oc1ccccc1)C1=COCCO1	-1	-1
CCN(CC)S(=O)(=O)c1cccc(NC2=NCC(C)S2)c1 (stereo not given)	-5	-2
O=C(NCC(c1ccco1)N1CCc2ccccc2C1)c1ccccc1 (stereo not given)	-5	4
O=C(Nc1cccnc1)Nc1cccc(F)c1	-4	-5
Cc1ccc(NC(=O)CSc2nnc3n2CCCCC3)cc1S(=O)(=O)N1CCOCC1	10	-2
CC(=O)c1ccc(N2CCN(CC(=O)Nc3cc(C)on3)CC2)cc1	-7	-5
COc1ccc(-n2ncc3c(NCc4ccc5c(c4)OCO5)ncnc32)cc1	-77	-12
Cc1cc(=O)n2cc(-c3ccccc3)nc2[nH]1	-17	9
CCOc1ccc(OCC)c(NC(=O)CSCCc2ccccn2)c1	-23	-5
CCCc1nnc(NC(=O)CN2C(=O)C3C4C=CC(C4)C3C2=O)s1 (stereo not given)	8	-7
O=Nc1c(O)c2ccccc2c2ccccc12	99*	2.6*
CC(C)C(=O)Nc1nnc(S(=O)(=O)N2CCc3ccccc32)s1	1	3
CSC1=NC(C)(C)C=C(/C=C/c2ccc(Cl)cc2)N1	12	1
Cc1cc(Oc2ccc(Cl)cc2)nc(-c2ccccc2O)n1	-18	1
Cc1cccc(OCc2nnc(SCC(=O)O)n2-c2ccccc2)c1	-2	9
O=C(NC1CCCCC1)C(=S)NCCc1ccccc1	21	-3
CN(C)CC(C)(C)CNS(=O)(=O)c1ccc(Cl)cc1	11	-12
SMILES	H9c2 TAG inh	H9c2 TAG inh DAPI viability
COc1cc(C(=O)OCC#N)ccc1OCc1c(C)noc1C	13	-14
CCOCCCNC(=O)c1ccc2c(=O)n(Cc3ccc(OC)cc3)c(=O)[nH]c2c1	-6	4
CC(C)(C)c1cc(CNC(=O)C2CCC(=O)N(Cc3ccccc3F)C2)[nH]n1 (stereo not given)	6	-6
CC(OC(=O)c1cccc(NS(C)(=O)=O)c1)C(=O)Nc1ccc2c(c1)OCO2 (stereo not given)	-29	2
O=c1nc(N2CCOCC2)ccn1-c1nc(-c2ccccc2)sc1-c1ccccc1	-8	6
CSS(=O)(=O)c1cccc2cccnc12	20	1
CCc1noc(C)c1C(=O)N1CCN(S(=O)(=O)c2ccc(Br)cc2)CC1	-3	7
CCOc1nc(C)nc(NC(=O)NS(=O)(=O)c2ccccc2Cl)n1	6	-8
O=C(NNC(=O)c1cc(-c2cccc(Br)c2)nc2ccccc12)c1csc(N2CCOCC2)n1	3	-8
N#CCCN(C(=S)NC(=O)C1CCCCC1)c1ccccc1F	6	-7
O=S(=O)(NCC1CCCO1)c1ccc(Cl)nc1 (stereo not given)	1	-9
Cc1ccc(SC[C@H](Cc2ccccc2)N2CCN(CCc3ccccc3)CCC2=O)cc1	28	-25
COc1cccc(C(=O)OCC(=O)N2CCc3ccccc3C2)c1OC	-2	-1
O=C(NCC(c1cccnc1)N1CCN(c2ccc(F)cc2)CC1)OCc1ccccc1 (stereo not given)	-7	-7
Cc1cc(=O)[nH]c(SCC(=O)Nc2ccc3c(c2)CCC3)c1C#N	4	5
Cn1c(C(=O)OC(C(=O)NC(C)(C)C)c2cccnc2)cc2sccc21 (stereo not given)	4	1
Cc1nc(SCc2cccc(Oc3ccccc3)c2)n[nH]1	-2	8
COCCCn1cc(C(=O)c2cc(Br)ccc2O)cc(C#N)c1=O	-9	6
COC(=O)c1c(C)[nH]c(C)c1C(C)=O	-3	3
CCC(CO)Oc1cc(NCc2cccc(O)c2)c2ncn(C(C)C)c2c1 (stereo not given)	-9	-1
O=C(CC(C(=O)O)C1CCCO1)Nc1cccc(C(F)(F)F)c1 (stereo not given)	15	-2
CCOC(=O)/C(C#N)=C/c1cccn1-c1ccc(Cl)cc1	2	-1
